tuberculosis growth: growth inhibition of non-replicating M. tuberculosis (AID 488890) | Mycobacterium tuberculosis non-replicating, growth inhibition; higher % means a stronger effect | actives 0.39% (n = 320,000) | inhibition, % at 25 µM; hits with a dose series show IC50 in µM; in the data active = a potency from the dose series; inconclusive = inhibition mostly from about 82% at the one dose, without a potency; inactive = the rest, 99 in 100 with inhibition below about 76%;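 also: plate controls were DMSO cells for no effect and high antibiotic wells for full effect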
VEEV TC-83 Vero: inhibitors of VEEV TC-83 cytopathic effect, confirmation, Vero cells (AID 588727); Vero cells, VEEV TC-83 cytopathic effect inhibition; higher % means a stronger effect; actives 0.13% (n = 350,000); inhibition, % at 20 µM, or IC50 in µM where a hit was titrated; in the data active = a potency from the dose series; inconclusive = inhibition mostly from about 14% at the one dose, without a potency; inactive = the rest, 99 in 100 with inhibition below about 12%; also: strong numbers were not always called active
influenza NS1A: NS1A inhibition, H1N1 influenza, cell based functional assay (AID 504329); NS1A functional cell-based assay, percent inhibition; higher % means a stronger effect; actives 0.3% (n = 340,000); one-dose inhibition, % at 12.5 µM; IC50 in µM for titrated hits; in the data active = a potency from the dose series; inconclusive = inhibition above about 27% without an active follow-up result; also: strong numbers were not always called active
Salmonella PhoP GFP: Inhibition of PhoP regulon, Salmonella typhi GFP reporter cells, confirmation, 4 h (AID 1850); Salmonella Typhi PhoP-promoter GFP reporter, fluorescence, 4 h; higher % means a stronger effect; one-dose inhibition, % at 50 µM; IC50 in µM for titrated hits; actives 0.33% (n = 310,000); in the data active = a potency from the dose series; inconclusive = inhibition mostly from about 25% at the one dose, without a potency; inactive = the rest, 99 in 100 with inhibition below about 19%;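 also: 0% = induced wells with vehicle and 100% = uninduced wells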
H37Rv inhibition: M. tuberculosis growth inhibition, HTS (AID 449762); actives 0.59% (n = 330,000); one-dose inhibition, % at 25 µM; IC50 in µM for titrated hits; M. tuberculosis H37Rv growth inhibition, 7H9 media; higher % means a stronger effect; in the data active = a potency from the dose series; inconclusive = inhibition above about 70% without an active follow-up result;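 also: bacterial growth assessed after seven days of incubation; strong numbers were not always called active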
VEEV TC-83 Vero 10K pilot screen: also measured in VEEV TC-83 Vero; calls as there; inhibition, %; measured here: 10K pilot screen inhibition
Starred values were filed as active, the others as inactive; i = inactive; ? = inconclusive; / = not tested or not shown. Compounds were not picked by outcome, and some 1.6% of all compounds hit somewhere here.

SMILES	tuberculosis growth	VEEV TC-83 Vero	influenza NS1A	Salmonella PhoP GFP	H37Rv inhibition	others
CC1(C)CC(=O)c2sc(NC(=O)CCS(=O)(=O)c3ccccc3)nc2C1	?	12%	6%	-14%	?
O=C(COc1ccc(Cl)cc1)Nc1ccc2oc(-c3ccncc3)nc2c1	64%	4.2%	2%	-2%	5%
COC(=O)Cc1ccc(NC(=O)c2ccc(Br)o2)cc1	/	1.4%	-10%	8%	95%
CC1CC(C)CN(C(=O)c2ccc(S(=O)(=O)N3CCCC3)cc2)C1 (stereo unspecified)	/	1.0%	-8%	-7%	-10%
Cc1ccc(N2C(=O)N(CC(=O)Nc3ccc(F)c(F)c3)C(=O)C2C)cc1 (stereo unspecified)	10%	4.0%	0%	6%	5%
CN(Cc1ccccc1)C(=O)Cn1c(=O)oc2cc(S(=O)(=O)N3CCCC3)ccc21	4%	9.4%	5%	/	-2%
C=CCCN(Cc1ccccc1)S(=O)(=O)c1cc(Br)ccc1Br	14%	i	-2%	/	-1%
Cc1ccc2[nH]c(=O)c(CN(Cc3cccs3)C(=S)NCC3CCCO3)cc2c1 (stereo unspecified)	29%	12%	-1%	-9%	4%
O=C(COC(=O)/C=C/c1ccc2c(c1)OCO2)NCc1ccccc1	5%	1.2%	-2%	/	-4%
CCc1ccc(C(=O)NNC(=O)c2c(CC)noc2C)cc1	-1%	1.8%	-15%	0%	-2%
N#Cc1nc(-c2cccs2)oc1N1CCN(c2ccccc2)CC1	29%	i	8%	-3%	-6%
Cc1ccc(C)c(S(=O)(=O)N(C)C2(C)CCS(=O)(=O)C2)c1 (stereo unspecified)	-15%	1.2%	-18%	8%	5%
O=C(CCNC(=O)c1ccccc1Cl)Nc1ccccc1N1CCCC1	-3%	2.2%	-9%	-5%	-8%
CCOC(=O)CCCNC(=O)CSc1nc2ccc(OCC)cc2[nH]1	2%	i	-5%	9%	-7%
O=c1ccnc(NCCc2ccccc2)[nH]1	6%	i	-6%	16%	-4%

Continued; it opens with the two that closed the last part.
SMILES	tuberculosis growth	VEEV TC-83 Vero	influenza NS1A	Salmonella PhoP GFP	H37Rv inhibition	others
CCOC(=O)CCCNC(=O)CSc1nc2ccc(OCC)cc2[nH]1	2%	i	-5%	9%	-7%
O=c1ccnc(NCCc2ccccc2)[nH]1	6%	i	-6%	16%	-4%
CC(NC(=O)c1cc(Br)ccc1Cl)c1ccccc1 (stereo unspecified)	/	0.6%	12%	-10%	6%
Cc1ccc(OCc2ccc(C(=O)NCc3cccnc3)cc2)cc1C	58%	i	10%	0%	5%
Cc1cc(C)c(NC(=O)CSc2nnc(-c3ccncc3)n2Cc2ccco2)c(Cl)c1	-1%	1.1%	-2%	4%	-12%
O=C(Nc1c(C(=O)N2CCOCC2)cnn1-c1ccccc1)c1ccc(F)cc1	27%	0.5%	6%	7%	-3%
Cc1cc(C)cc(NC2=NCCCS2)c1	16%	i	-5%	7%	0%
C=CCn1c(CNc2ccccc2)nnc1SCC(=O)N/N=C/c1ccccc1O	5%	10.0%	9%	13%	-5%
NC(=O)c1cc(Cl)ccc1OCC(=O)N1CCCc2ccccc21	-4%	3.4%	-9%	6%	1%
Cn1c(=O)c2nncnc2n(C)c1=O	-16%	0.1%	-13%	0%	-10%
COCCN(Cc1cc2cccc(C)c2[nH]c1=O)C(=O)c1ccccc1	-18%	9.2%	-3%	-2%	-6%
COc1ccc(/C=C/C(=O)O/N=C(\N)c2cccnc2)cc1OC	-9%	3.6%	-10%	7%	-6%
Cc1ccc(S(=O)(=O)Cn2nnnc2C(C(C)C)N2CCN(C(=O)c3ccco3)CC2)cc1 (stereo unspecified)	13%	i	-6%	-1%	4%
Cc1ncc(S(=O)(=O)c2ccc(Cl)cc2)c(-c2ccccc2)n1	0%	1.5%	4%	1%	-3%	VEEV TC-83 Vero 10K pilot screen=2.1
COc1ccc(C2CC(c3cccs3)=NN2c2nc(C)c(C(C)=O)s2)cc1OC (stereo unspecified)	/	9.2%	-28%	/	/
Cc1ccc(OCc2nnc(SCC(=O)Nc3ncc(C)s3)o2)cc1	?	0.4%	-2%	-4%	?
COc1cc(-c2nnc(-c3ccco3)o2)ccc1OCc1ccccc1	57%	3.7%	7%	-2%	?
C/C(=N\Nc1ccccc1C)c1cccnc1	9%	2.1%	-16%	12%	16%
CCNS(=O)(=O)c1ccc(CCC(=O)NCc2ccc(C)cc2)cc1	-2%	1.1%	-1%	4%	-1%
O=C(CCN1CCCCCC1)Nc1ccccc1F	-2%	0.7%	-5%	2%	-2%
COc1ccc(C(=O)Nc2ccccc2N2CCOCC2)cc1[N+](=O)[O-]	28%	1.2%	-6%	-1%	-6%
O=C(Nc1ccccc1)c1ccc(F)c(S(=O)(=O)N2CCOCC2)c1	-3%	6.4%	6%	2%	-3%	VEEV TC-83 Vero 10K pilot screen=5.7
CC(C)(C)c1ccc(S(=O)(=O)CCc2ccccn2)cc1	34%	0.0%	-16%	2%	-5%
CC(Oc1ccc(C(=O)c2ccc(F)cc2)cc1)C(=O)N1CCOCC1 (stereo unspecified)	-10%	6.5%	-2%	5%	-8%
Cc1csc(SC(C)c2nc3scc(-c4ccccc4)c3c(=O)[nH]2)n1 (stereo unspecified)	40%	4.1%	-6%	-22%	1%
COc1cccc(CC(=O)Nc2nc(-c3ccc(OC)c(OC)c3)cs2)c1	21%	7.9%	0%	10%	2%
Cc1csc(SCC(=O)NC(C)C2CC3CCC2C3)n1 (stereo unspecified)	?	1.1%	-7%	2%	9%
CCCn1nc(C(=O)OCC(=O)c2c(N)n(C)c(=O)n(C)c2=O)c2ccccc2c1=O	5%	9.3%	6%	2%	17%
CCN1CCN(C(=O)c2ccc(CN(c3ccc(C)c(C)c3)S(C)(=O)=O)cc2)CC1	-5%	i	-1%	5%	-7%
Cc1sc2ncnc(SCC(=O)c3ccc(O)cc3O)c2c1C	75%	7.7%	-13%	7%	2%
Clc1ccccc1-c1nn2c(-c3ccncc3)nnc2s1	7%	0.1%	-8%	5%	-5%
O=C(NCCc1ccccc1)c1cc([N+](=O)[O-])ccc1N1CCOCC1	12%	3.3%	2%	/	-5%

By substructure: the compounds so far containing an aryl thioether with sulfur outside any ring.
SMILES	tuberculosis growth	VEEV TC-83 Vero	influenza NS1A	Salmonella PhoP GFP	H37Rv inhibition	others
CCOC(=O)CCCNC(=O)CSc1nc2ccc(OCC)cc2[nH]1	2%	i	-5%	9%	-7%
Cc1cc(C)c(NC(=O)CSc2nnc(-c3ccncc3)n2Cc2ccco2)c(Cl)c1	-1%	1.1%	-2%	4%	-12%
C=CCn1c(CNc2ccccc2)nnc1SCC(=O)N/N=C/c1ccccc1O	5%	10.0%	9%	13%	-5%
Cc1ccc(OCc2nnc(SCC(=O)Nc3ncc(C)s3)o2)cc1	?	0.4%	-2%	-4%	?
Cc1csc(SC(C)c2nc3scc(-c4ccccc4)c3c(=O)[nH]2)n1 (stereo unspecified)	40%	4.1%	-6%	-22%	1%
Cc1csc(SCC(=O)NC(C)C2CC3CCC2C3)n1 (stereo unspecified)	?	1.1%	-7%	2%	9%
Cc1sc2ncnc(SCC(=O)c3ccc(O)cc3O)c2c1C	75%	7.7%	-13%	7%	2%

Continued:
SMILES	tuberculosis growth	VEEV TC-83 Vero	influenza NS1A	Salmonella PhoP GFP	H37Rv inhibition	others
COc1ccccc1C(=O)NCCC(=O)NNC(=O)C1COc2ccccc2O1 (stereo unspecified)	9%	1.2%	-7%	2%	-6%
CCN(CC)CCNC(=O)c1ccc(Sc2ccc(C)cc2)c(NC(C)=O)c1	7%	1.6%	2%	16%	-6%
O=C(NNC(=S)NC(=O)c1sc2ccccc2c1Cl)c1ccc(Cl)cc1	?	10µM*	-2%	-4%	?
NC(=S)c1ccc[n+]([O-])c1	/	9.1%	2%	/	/
O=C(Nc1ccc(OC(F)(F)F)cc1)C1CCCN(S(=O)(=O)c2cnc[nH]2)C1 (stereo unspecified)	11%	1.1%	-3%	5%	2%
CCC(C)NC(=O)Nc1ccc(Br)cc1Cl (stereo unspecified)	12%	0.1%	6%	-4%	2%
CCN(CC)S(=O)(=O)c1ccc(/C=C/C(=O)Nc2ccccc2N2CCOCC2)cc1	19%	8.6%	8%	-10%	3%
NS(=O)(=O)c1ccc(CCNC(=O)Cc2ccc(S(=O)(=O)N3CCCC3)s2)cc1	3%	1.4%	-15%	0%	3%
O=C(NCCO)C1CCN(C(=O)c2ccc(-c3ccccc3)cc2)CC1	3%	0.3%	3%	4%	0%
Cc1c(OCc2ccccc2)c(=O)ccn1Cc1ccc(Cl)cc1	59%	3.7%	-12%	2%	39µM*
COC(=O)COc1ccc(S(=O)(=O)Nc2ccc3c(c2)OCO3)cc1Cl	?	5.0%	-2%	-5%	47%	VEEV TC-83 Vero 10K pilot screen=4.1
Cc1ccccc1NC(=O)NCC1CCCO1 (stereo unspecified)	-4%	1.3%	1%	0%	-2%
C/C(Cl)=C/CSc1nn2c(=O)c3ccccc3nc2s1	?	1.6%	-5%	-18%	?
O=C(CSc1nc(=O)n(CCCN2CCOCC2)c2c1CCCC2)Nc1ccc(F)cc1	-5%	4.4%	-6%	9%	-6%
COC(=O)CSc1nnc(CNC(=O)c2cc(OC)c(OC)c(OC)c2)n1C	-3%	i	-9%	0%	-13%
Cc1cc(C)c(OCC(=O)Nc2ccc(NC(=O)c3ccco3)cc2)c([N+](=O)[O-])c1	-14%	i	-3%	11%	-7%
COc1ccc(S(=O)(=O)N2CCN(c3ncccn3)CC2)cc1OC	-1%	i	-10%	3%	4%
N#Cc1ccc(NC(=S)Nc2ccccc2)cc1	53%	0.5%	2%	0%	-1%
O=C(Nc1ccnn1C1CCN(C(=O)c2cccc(C(F)(F)F)c2)CC1)C1CC1	5%	i	9%	-11%	-5%
Cc1ccccc1CS(=O)(=O)CCC(=O)NCc1ccccn1	27%	i	5%	1%	9%
O=C(NC1CCCC1)[C@@H]1CSC2c3ccccc3C(=O)N21 (stereo partly specified)	-1%	1.5%	7%	-1%	-1%
Cc1ccc(-c2nc(CS(=O)(=O)CC(=O)NCCN3CCOCC3)c(C)o2)cc1	13%	0.2%	5%	-16%	12%
CC1CCN(C(=O)c2[nH]cnc2C(=O)N[C@@H](C)C(=O)OCc2ccccc2)CC1	49%	i	1%	-26%	-4%

Molecules from the list above that have a CF3 group:
SMILES	tuberculosis growth	VEEV TC-83 Vero	influenza NS1A	Salmonella PhoP GFP	H37Rv inhibition	others
O=C(Nc1ccc(OC(F)(F)F)cc1)C1CCCN(S(=O)(=O)c2cnc[nH]2)C1 (stereo unspecified)	11%	1.1%	-3%	5%	2%
O=C(Nc1ccnn1C1CCN(C(=O)c2cccc(C(F)(F)F)c2)CC1)C1CC1	5%	i	9%	-11%	-5%
